M1 antag – antagonists of rat M1 muscarinic receptor. CHO-M1 cells, Fluo-4 calcium, ACh EC80 antagonist mode; hits give low values. AID 628. hit rate 3.4% among 64,000. B-score at 10 µM. P08482;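 active means calcium fluorescence response, raw or row-and-column corrected B-score, differing from the plate sample mean either way at a set confidence level, mostly lower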
HEK293 NFkB inh – inhibitors of the PMA/ionomycin-induced NF-kB reporter in HEK293 cells; HEK-293 NF-kB luciferase reporter, luminescence; inhibition, % at 3 µM; hit rate 0.21% among 62,000; AID 465;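 active means inhibition above the mean of all tested compounds plus 3 SD, cut at about 40% in these data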;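 further: 0% = stimulated DMSO wells and 100% = 10 µM reference inhibitor 5653914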
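Material: HEK-293 cells with stable firefly luciferase reporter driven by four HIV NF-kB elements / Also added: PMA plus ionomycin mix as NF-kB-activating stimulus / Compound dosing: 3 µM once, 0.30% DMSO / Times: 1 h pretreatment, 16 h stimulation, 37 °C / Signal: luminescence / Evaluation: per-plate % inhibition versus controls / Benchmarks: DMSO and 10 µM reference inhibitor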
Jurkat viability – cytotoxic compounds reducing Jurkat cell viability; Jurkat E6.1 viability, ATP luminescence, 48 h; inhibition, % at 4 µM; hit rate 1.2% among 56,000; AID 463;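 active means inhibition above the mean inhibition of all tested compounds plus 3 SD, cut at about 28% in these data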
Ec RNAP inh – Escherichia coli RNA polymerase inhibition. inhibition, %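 (tested at 10 µM)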. P0A8V2. E. coli RNA polymerase, fluorescence transcription assay. hit rate 0.2% among 62,000; in the data active means inhibition above about 20%;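 further: 0% = enzyme without compound and 100% = no enzyme blank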
S1P3 agonist – S1P3 (human) receptor agonism; Q99500; S1P3 NFAT-BLA reporter cells, FRET ratio; relative to 1 µM S1P, basal subtracted; activation, % at 4.5 µM; hit rate 0.1% among 60,000;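 active means activation above the screen-wide mean plus 3 SD, cut at about 4.5% in these data, passing the limit was not always enough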; further: some compounds called inactive have numbers as strong as hits
Target sequence (Q99500 whole entry, looked up): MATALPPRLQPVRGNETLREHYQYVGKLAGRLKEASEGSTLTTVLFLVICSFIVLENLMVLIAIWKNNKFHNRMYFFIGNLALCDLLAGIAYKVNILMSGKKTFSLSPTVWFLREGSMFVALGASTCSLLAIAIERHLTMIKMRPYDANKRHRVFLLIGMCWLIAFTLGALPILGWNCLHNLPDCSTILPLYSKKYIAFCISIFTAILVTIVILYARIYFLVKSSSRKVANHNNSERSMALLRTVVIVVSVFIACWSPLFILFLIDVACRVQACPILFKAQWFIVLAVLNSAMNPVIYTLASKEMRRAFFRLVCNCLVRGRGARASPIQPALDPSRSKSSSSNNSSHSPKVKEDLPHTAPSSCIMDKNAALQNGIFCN
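Measure – % activation relative to 1 µM S1P (100%), per plate · System – stable CHO line with human S1P3, Gα16, NFAT-BLA reporter · Timing – cells plated overnight, compound 4 h 37 °C, substrate 2 h RT · Technique – fluorescent BLA substrate, ex 405 nm, em 460/535 nm ratio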
TNAP act mid DEA – human TNAP activation, intermediate phosphate acceptor. activation factor at 20 µM. P05186. purified TNAP, CDP-star luminescence, 100 mM DEA, 30 min; hits give high values; scale: 0 levamisole-inhibited, 1 vehicle-only enzyme. 64,000 tested, under 10 active;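 active means activation factor of at least 2 at 20 µM, relative to controls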
S1P1 ag pot – agonists and agonism potentiators of human S1P1 receptor; activation, % at 9.5 µM; P21453; AID 449; hit rate 0.57% among 56,000; S1P1 CRE-bla cells, forskolin, beta-lactamase FRET, potentiator mode; S1P1 agonist co-added at EC20, 2 nM; 100% = saturating reference agonist, 0% = basal;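 active means activation above a cutoff set at the mean activation of all tested compounds plus 3 SD, cut at about 54% in these data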;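 further: forskolin at 4 µM as EC80 and the EC20 agonist is SEW2871; 100% = SEW2871 at its EC100 plus forskolin at EC80; some compounds past the cut are filed as inactive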
Target sequence (P21453 whole entry, looked up): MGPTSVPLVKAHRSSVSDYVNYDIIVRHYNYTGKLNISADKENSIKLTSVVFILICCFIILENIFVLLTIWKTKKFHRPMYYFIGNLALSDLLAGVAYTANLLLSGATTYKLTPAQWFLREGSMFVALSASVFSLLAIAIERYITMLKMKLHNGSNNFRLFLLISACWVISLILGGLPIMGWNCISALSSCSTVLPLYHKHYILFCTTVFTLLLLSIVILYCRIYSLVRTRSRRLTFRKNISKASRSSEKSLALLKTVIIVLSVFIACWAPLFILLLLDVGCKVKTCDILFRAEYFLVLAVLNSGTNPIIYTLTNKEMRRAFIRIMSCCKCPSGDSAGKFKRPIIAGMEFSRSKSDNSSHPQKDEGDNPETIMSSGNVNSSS
M1 agonist – agonists of M1 muscarinic receptor. CHO-M1 cells, Fluo-4 calcium fluorescence, agonist mode; hits give high values. B-score at 10 µM. hit rate 3% among 64,000. AID 626;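 active means fluorescence rise, raw or as B-score row- and column-corrected plate score, outside the 99.7% band of its plate's samples, either direction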
D1 allo mod – allosteric modulators of human D1 dopamine receptor; P21728; HEK293 D1, CRE-luciferase, dopamine EC30 potentiation; actives deviate in either direction; B-score at 10 µM; hit rate 5.9% among 58,000; AID 641;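 active means luminescence count or its row- and column-corrected plate score outside the 99.7% band of the plate's sample wells, on either side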
The depositor's hits bear a star; · = not tested or not shown. Rows are unselected. Share with any hit: about 12%.

SMILES	M1 antag	HEK293 NFkB inh	Jurkat viability	Ec RNAP inh	S1P3 agonist	TNAP act mid DEA	S1P1 ag pot	M1 agonist	D1 allo mod
O=C(Nc1ccc2c(c1)OCO2)N1CCN(c2ncccn2)CC1	0.05	18	5	1	-0.8	0.8	-21	-0.16	·
COc1ccc(S(=O)(=O)NCC2CCC(C(=O)N3CCC4(CC3)OCCO4)CC2)cc1 (configuration not stated)	0.052	10	·	4	·	0.9	·	-0.85	-0.084
Nc1nc2n(n1)C(c1cccc(Cl)c1)CC(c1ccc(F)cc1)N2 (configuration not stated)	-0.24	·	·	2	·	0.9	·	-0.31	13*
Cc1cc(C)c(NC(=O)CCCN2CCN(C)CC2)c(C)c1	0.29	-5	-4	11	0.9	0.9	-14	-0.32	1.3
c1ccc(CN2CCN(c3nc(-c4ccccc4)nc(-n4ccnc4)n3)CC2)cc1	0.19	-1	-1	8	0.0	1	-29	0.8	-0.53
O=C(NCc1nnc(SCC(=O)N2CCCCCC2)o1)c1ccco1	0.53	12	·	5	·	0.9	·	0.58	0.38
CCCNC1=C(C)C(=O)CC1	-0.5	·	·	6	-2.7	0.8	4	-0.081	-0.42
CCn1c(CCNC(=O)c2cccs2)nnc1SCC(=O)NC1CCCCC1	1.2	-1	3	-2	-0.8	0.9	5	1.1	-0.4
CC(=O)SCCC(=O)Nc1ccccc1	0.27	18	-8	0	-0.8	0.9	-8	0.66	-0.036
O=C(CN1C(=O)c2ccccc2C1=O)N1CCN(c2ccccn2)CC1	1.1	20	-15	-1	-0.8	0.9	21	-0.57	-0.15
CCOC(=O)Cn1nc(-c2ccc(C)cc2)ccc1=O	-0.4	14	·	7	·	1	·	-0.42	1.6
CCOc1ccc2oc(C(=O)OCC(=O)NC(=O)NC3CCCC3)c(C)c2c1	-0.22	9	·	8	·	0.9	·	0.38	·
CCn1c(COc2ccccc2OC)nnc1SCC#N	0.53	0	-4	3	-0.7	0.9	4	0.37	-0.11
c1ccc(-c2ccc(-c3nc(-c4cccnc4)no3)cc2)cc1	-0.97	-21	3	6	-1.0	0.9	82*	-0.89	·
Cc1cc(C#N)c2ccccc2n1	0.39	22	10	-5	-1.2	0.9	-10	-0.073	0.73
Cn1c(=O)c2c(nc(CN3CCc4ccccc4C3)n2Cc2ccc(F)cc2)n(C)c1=O	-1.1	21	11	·	-0.8	·	-10	-0.075	0.18
COc1cc(NC(=O)C2CCCN2S(=O)(=O)c2ccc3c(c2)CCC(=O)N3)cc(OC)c1 (configuration not stated)	0.54	1	9	9	-0.5	1	-14	0.6	0.56
CCOC(=O)CN(C(=O)c1ccccc1)c1ccccc1C	0.28	6	6	4	-0.7	0.9	·	0.012	-0.5
CCOC(=O)Nc1ccc2c(c1)N(C(=O)CN(CC)CC)c1ccccc1C=C2	-5.9*	22	-7	10	0.9	1	-11	0.11	-0.53
CC(=O)N1CCC2(CC1)C(C#N)=C(N)Oc1n[nH]c(C)c12	0.25	14	·	-11	·	0.9	·	0.44	-0.62
Cc1ccc(-n2c(N)c(C(=O)N3CCOCC3)sc2=S)cc1	0.17	0	5	4	-1.8	0.9	15	-0.68	-0.67
Nc1nc2ccc(S(=O)(=O)c3ccc4nc(N)sc4c3)cc2s1	-0.76	-8	0	-3	-0.2	0.9	-1	1	1.2
Cc1ccc(S(=O)(=O)c2cc3c(=O)n4ccccc4nc3n(CC3CCCO3)c2=N)cc1 (configuration not stated)	-1.5	-1	2	4	0.3	0.9	4	-0.017	1.2
Cc1ccc(-c2nc3ccccc3c(=O)n2CCN2CCOCC2)cc1	0.047	10	-1	-5	0.5	0.9	-19	0.28	-0.16
CCCCC(=O)Nc1cc(N(C)C)nc2ccccc12	0.28	-8	4	1	-1.0	0.9	-17	0.12	-0.039
CC1CSc2nnc(CCc3ccccc3)n21 (configuration not stated)	-0.44	8	-2	6	-1.0	0.9	-14	0.63	·
O=C(O)CSc1nnc(C2COc3ccccc3O2)n1-c1ccccc1 (configuration not stated)	0.016	-10	-3	11	-0.2	0.9	-22	0.37	-0.75
COc1ccc(N=C(C)C2=C(O)COC2=O)cc1	0.8	-1	-3	6	-0.9	1	-22	0.66	-0.1
c1cncc(-c2nnc(SCc3nc4ccccc4[nH]3)o2)c1	0.83	14	8	-1	-0.7	1	·	-0.077	2.6
Cc1nnsc1-c1nc2ccccc2[nH]1	-0.052	13	-4	6	1.2	1	6	-0.34	0.46
COCCn1cnnc1SCC(=O)c1ccc(S(=O)(=O)N2CCCC2)cc1	0.026	19	-4	1	-0.4	1	0	0.31	0.38
COc1cccc(C2CC(C(F)(F)F)n3ncc(C(=O)NCc4ccco4)c3N2)c1 (configuration not stated)	0.47	19	0	2	-0.7	0.9	·	1.1	0.68
COc1cc(C(=O)N2CCN(c3cccc(C)c3C)CC2)cc(OC)c1OC	1.5	35	94*	6	-2.1	1	2	0.067	1.7
CC(O)CNc1nc2c(c(=O)n(C)c(=O)n2C)n1Cc1cccc(Br)c1 (configuration not stated)	-0.33	6	28*	8	-0.1	0.9	-11	0.09	-0.59
CCOc1ccc(C(C)C)cc1S(=O)(=O)Nc1ccc(Cl)cn1	0.051	3	-4	6	0.7	0.9	-1	-0.26	0.87
COC(=O)c1ccc(C2NC(C(=O)O)CS2)cc1 (configuration not stated)	0.096	·	·	9	-3.8	0.9	24	0.29	0.26
CCCC(=O)Nc1ccc(-c2nc3cc(C)c(C)cc3o2)cc1	0.27	-75	3	-3	-1.0	1	82*	-0.25	-2.4*
CN1CC(=O)NC1=NC(=O)c1ccc(Cl)c(S(=O)(=O)N2CCCCCC2)c1	-0.46	10	2	-1	-0.2	1	8	-0.95	0.46
COc1ccc(C(=O)N2CCCC2)cc1S(=O)(=O)N1CCOCC1	0.42	13	-4	10	-0.7	0.8	·	0.84	0.37
CCCCCCNC(=O)c1c(O)c2ccccc2[nH]c1=O	0.56	1	-4	2	-0.8	0.9	3	-0.23	0.66
C=CCN1C2CCCC1CC(NC(=O)Nc1cccc(C(C)=O)c1)C2 (configuration not stated)	0.034	4	3	0	2.5	0.9	1	0.31	-1
COc1ccc(CCN2CC(O)=C(c3nc4ccccc4c(=O)[nH]3)C2=N)cc1OC	0.84	12	-13	6	-0.5	0.9	-25	0.041	1.4
Cc1cc(C)n2nc(S(=O)(=O)NC3CCCCC3)nc2n1	0.11	-3	-9	-1	-0.3	0.9	-31	2.3	-0.22
c1ccc(-n2ncc3c(N4CCN(c5ccccn5)CC4)nc(N4CCCCC4)nc32)cc1	0.13	14	0	-3	-0.3	0.9	-1	-0.38	-0.096
Nc1nsc2ccccc12	-0.46	22	27	3	-2.1	1	39	-0.49	·
CCN(CC)S(=O)(=O)c1ccc(F)c(C(=O)NCCC(C)C)c1	-0.43	14	-2	-16	-0.2	0.9	10	-0.86	-0.86
O=C(O)c1ccccc1C(=O)NCC(O)COCC1CC=CCC1 (configuration not stated)	-0.32	7	-13	0	-0.9	0.9	·	-0.6	-0.66
COc1cc(OC)cc(C(=O)NCc2nc(-c3ccccc3)no2)c1	-0.54	14	-3	1	-1.1	1	-3	0.062	3.4
CCN(CC)CCNc1nc(-c2ccco2)c2c(c1C#N)CC(C)(C)OC2	-0.92	·	·	-7	-3.4	0.9	-14	-0.68	·
CC1(C)CC(=O)C=C(NCc2cccs2)C1	0.0017	-3	-18	4	-1.3	0.9	-15	-0.59	-0.46
CCS(=O)(=O)c1ccc(NC(=O)c2ccccc2Cl)c(O)c1	0.61	4	-6	2	-0.3	0.9	-35	-0.012	0.047
CN(C)c1nc(NS(=O)(=O)c2ccc(Cl)cc2)nc(N(C)C)n1	1.3	15	7	0	-0.6	0.9	1	0.67	0.75
Cc1ccc(C(=O)Nc2ccc(O)c(C(=O)O)c2)o1	1.2	-10	-4	3	-0.9	1	-8	-0.14	0.39
COc1ccc(N2C(=O)CC(NCc3ccncc3)C2=O)cc1 (configuration not stated)	0.44	11	-3	6	0.0	0.9	·	-0.4	0.22
O=C(O)C1C2C=CC(O2)C1C(=O)Nc1ccccc1C(F)(F)F (configuration not stated)	-0.23	9	·	12	·	0.9	·	1.7	0.13
CC1CN(c2nc3c(c(=O)n(Cc4ccc(Cl)c(Cl)c4)c(=O)n3C)n2C)CC(C)O1 (configuration not stated)	-0.27	-4	4	7	-0.8	0.8	-21	0.03	2.5
Cc1ccc(C(=O)NC(C)(COc2nonc2C)COc2nonc2C)cc1	-0.17	2	11	2	-0.3	1	10	0.55	-1.8
Cc1ccc(Nc2nc(N)nc(CN3CCCCCC3)n2)c(C)c1	0.43	2	-7	4	-0.3	1	-1	-0.057	-1.6
CCn1c2ccccc2c2cc(/C=N/n3cnnc3)ccc21	-1.3	8	2	-4	-0.5	1	-17	0.85	2.2
CCCCN1C(=O)c2ccc(C(=O)Nc3c(N)n(CCCC)c(=O)n(C)c3=O)cc2C1=O	0.24	12	·	3	·	0.9	·	0.46	-0.42

Compound profiles, from the list above. Screens in order: M1 antag | HEK293 NFkB inh | Jurkat viability | Ec RNAP inh | S1P3 agonist | TNAP act mid DEA | S1P1 ag pot | M1 agonist | D1 allo mod
Results for `CCS(=O)(=O)c1ccc(NC(=O)c2ccccc2Cl)c(O)c1` = 0.61 | 4 | -6 | 2 | -0.3 | 0.9 | -35 | -0.012 | 0.047
Results for `c1ccc(-n2ncc3c(N4CCN(c5ccccn5)CC4)nc(N4CCCCC4)nc32)cc1` = 0.13 | 14 | 0 | -3 | -0.3 | 0.9 | -1 | -0.38 | -0.096
Results for `COc1ccc(CCN2CC(O)=C(c3nc4ccccc4c(=O)[nH]3)C2=N)cc1OC` = 0.84 | 12 | -13 | 6 | -0.5 | 0.9 | -25 | 0.041 | 1.4

More compounds:
SMILES	M1 antag	HEK293 NFkB inh	Jurkat viability	Ec RNAP inh	S1P3 agonist	TNAP act mid DEA	S1P1 ag pot	M1 agonist	D1 allo mod
COc1cnn(-c2ccccc2)c(=O)c1N(C)C	·	14	1	2	-1.6	1	4	·	0.76
COc1ccc(CCNC(=O)c2cc(-c3ccccc3OC)on2)cc1OC	0.28	17	-8	5	-0.9	0.9	-15	-0.11	2.3
CCOC(=O)C(C)Sc1nnc(Cc2cc(=O)[nH]c(=O)[nH]2)n1-c1ccc(Cl)cc1 (configuration not stated)	-0.21	15	4	-2	-1.4	0.8	-21	-0.19	-0.85
O=C(O)C1CCN1C1CCCCC1 (configuration not stated)	-0.65	4	0	9	0.3	0.9	-3	0.82	-0.4
CC1CCCCN1CCn1c(=S)[nH]c2ncccc2c1=O (configuration not stated)	-0.37	4	-8	-1	-0.9	0.9	5	-0.074	·
CS(=O)(=O)c1ccc2nc(N)sc2c1	-0.57	-6	5	1	0.0	1	-3	1.3	-1.8
CC(C)Cc1nnc(NC(=O)c2ccncc2)s1	-0.47	-4	-6	8	0.0	0.9	-23	0.58	0.082
C1=C(CCNc2ncnc3nc[nH]c23)CCCC1	-0.6	-7	25	-2	-1.1	1.2	39	2.7*	-5
COC(=O)c1cc(OC)c(OC)cc1NC(=O)c1oc2ccccc2c1C	0.32	10	2	9	-0.6	1	17	-0.0083	0.82
CCOC(=O)c1cnc2c(C(=O)OC)cccc2c1NCc1ccco1	-1.3	13	·	7	·	0.9	·	-0.92	3.4
O=C(Sc1nnc(-c2ccccc2)o1)N1c2ccccc2Sc2ccccc21	·	23	1	4	-0.6	0.9	-6	·	·

High-throughput results from PubChem BioAssay.
